Source: PubChem BioAssay (several laboratories)
MEP2 TOR yeast: modulators of MEP2-GFP levels in yeast, primary screen, S. cerevisiae, multiplex flow cytometry, MLPCN library; AID 2016, 2009; 330,000 tested, 0.51% active; GFP response vs DMSO, % at 10 µM; S. cerevisiae MEP2-GFP strain, 3 h; 100% = DMSO control level;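 active means GFP response versus DMSO above a set limit, roughly screen mean plus 3 SD, cut at about 180% in these data; inconclusive means fewer than 70 cells counted for a yeast strain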;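 further: median GFP fluorescence of the barcode-gated MEP2-GFP cells per well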
CIT2-GFP yeast: modulators of CIT2-GFP expression in yeast, primary screen, S. cerevisiae, GFP fusion, multiplex flow cytometry, MLPCN library. AID 2029, 2009. GFP response vs DMSO, % at 10 µM. 320,000 tested, 0.065% active. S. cerevisiae CIT2-GFP strain, 3 h; 100 means same as DMSO wells;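 active means GFP response relative to DMSO above a set limit, near the screen mean plus 3 SD, cut at about 150% in these data; inconclusive means Fewer than 70 cells measured for a yeast strain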;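 further: ratio of well median GFP fluorescence to mean of DMSO wells on the plate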
GRK2 aptamer HTS: compounds blocking aptamer binding on GRK2 – biochemical, human GRK2, bead flow cytometry, HTS, primary screen; Beta-adrenergic receptor kinase 1 (Homo sapiens), P25098; FAM-aptamer displacement from GRK2; AID 488847, 2010; inhibition of aptamer binding, % at 10 µM; 330,000 tested, 0.59% active;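 active means inhibition of aptamer binding above 40%, roughly 3 SD of noise, on plates passing a quality check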;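 further: median bead fluorescence of bound FAM aptamer so fluorescent compounds give negative values; no value below 0 was filed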
Target sequence (P25098 whole entry, looked up): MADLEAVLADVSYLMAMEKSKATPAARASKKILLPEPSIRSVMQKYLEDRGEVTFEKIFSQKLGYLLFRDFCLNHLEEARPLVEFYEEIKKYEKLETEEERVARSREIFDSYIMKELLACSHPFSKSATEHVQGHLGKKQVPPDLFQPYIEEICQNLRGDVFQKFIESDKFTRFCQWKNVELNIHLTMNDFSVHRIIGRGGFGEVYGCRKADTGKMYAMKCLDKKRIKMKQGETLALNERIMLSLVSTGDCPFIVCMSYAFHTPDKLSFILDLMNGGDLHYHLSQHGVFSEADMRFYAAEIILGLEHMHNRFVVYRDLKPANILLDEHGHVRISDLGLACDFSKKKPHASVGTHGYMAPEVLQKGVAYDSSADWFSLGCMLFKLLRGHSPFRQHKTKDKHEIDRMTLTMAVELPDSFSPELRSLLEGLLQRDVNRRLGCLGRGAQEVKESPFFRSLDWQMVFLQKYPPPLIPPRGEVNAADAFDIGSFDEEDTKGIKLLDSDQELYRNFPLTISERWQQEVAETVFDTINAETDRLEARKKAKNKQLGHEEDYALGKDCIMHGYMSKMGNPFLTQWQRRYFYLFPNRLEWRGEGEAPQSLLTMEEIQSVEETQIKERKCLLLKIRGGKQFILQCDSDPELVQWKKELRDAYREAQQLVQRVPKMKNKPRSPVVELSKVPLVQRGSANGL
JMJD2C inh: inhibitors of GASC-1 histone demethylase, primary screen, biochemical, fluorescence, DELFIA europium. inhibition, % at 2.35 µM. Lysine-specific demethylase 4C (Homo sapiens), Q9H3R0. GST-JMJD2C(1-420) H3K9me3 demethylation. 330,000 tested, 0.069% active;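 active means more than half of a compound's replicate wells show inhibition beyond 50%, single wells judged on their own value; inconclusive means some, but no more than half, of replicates pass 50% inhibition; inactive means no replicate passes 50% inhibition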;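 further: signal counts dimethyl H3K9 product captured on neutravidin plate; 0% = median of DMSO wells and 100% = 0.3 times that DMSO median; strong numbers were not always called active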
Target sequence (Q9H3R0 1-420 limits assumed): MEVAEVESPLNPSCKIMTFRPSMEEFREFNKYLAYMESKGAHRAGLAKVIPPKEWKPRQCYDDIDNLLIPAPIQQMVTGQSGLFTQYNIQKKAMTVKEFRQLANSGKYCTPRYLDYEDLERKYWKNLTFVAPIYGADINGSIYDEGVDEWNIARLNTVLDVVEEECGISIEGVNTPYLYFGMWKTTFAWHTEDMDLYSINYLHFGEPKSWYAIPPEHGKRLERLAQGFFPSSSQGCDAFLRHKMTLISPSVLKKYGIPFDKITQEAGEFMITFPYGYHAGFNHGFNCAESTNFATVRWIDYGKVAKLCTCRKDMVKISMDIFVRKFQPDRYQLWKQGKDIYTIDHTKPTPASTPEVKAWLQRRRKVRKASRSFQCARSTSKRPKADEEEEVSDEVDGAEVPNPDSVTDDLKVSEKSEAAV
RPL19A TOR yeast: RPL19A-GFP expression modulators in yeast, primary screen, cell-based, S. cerevisiae, multiplex flow cytometry, MLPCN; S. cerevisiae RPL19A-GFP strain, 3 h; active compounds read low; 330,000 tested, 0.3% active; percent response vs DMSO, % at 10 µM;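 active means percent response vs DMSO below 50%; inconclusive means fewer than 70 events counted for the yeast strain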;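 further: median channel GFP fluorescence of the barcoded RPL19A-GFP strain; ratio of sample median GFP to plate DMSO average so 100% = DMSO; lower means less RPL19A-GFP as with rapamycin TOR inhibition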
VLA-4 inh: inhibition in human VLA-4 binding assay, primary screen, VLA-4 allosteric modulator project, MLPCN library, flow cytometry, VLA-4 expressing cells; ligand binding flow cytometry; inhibition, % (about 7 µM as worked out from the volumes in the protocol); 330,000 tested, 0.2% active; Integrin alpha-4 (Homo sapiens), P13612; in the data active means inhibition above about 50%
AGP1-GFP MLPCN: modulators of AGP1-GFP expression in yeast TOR pathway, primary screen, cell-based, multiplex flow cytometry, S. cerevisiae, MLPCN library. 3 h; GFP as percent of DMSO wells. GFP response vs DMSO, % at 10 µM. 320,000 tested, 0.02% active;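 active means GFP response relative to DMSO above a set limit, near screen average plus 3 SD, cut at about 150% in these data; inconclusive means fewer than 70 cells counted for the yeast strain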;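 further: median GFP channel fluorescence of the gated AGP1 strain per well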
LAP4-GFP MLPCN: modulators of LAP4-GFP expression in yeast, primary screen, S. cerevisiae, multiplex flow cytometry, MLPCN library; AID 2023, 2009; 3 h; median GFP as percent of DMSO wells; 320,000 tested, 0.34% active; GFP response vs DMSO, % at 10 µM;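 active means GFP response vs DMSO above a set limit, about the screen mean plus 3 SD, cut at about 150% in these data; inconclusive means under 70 cell events counted for the yeast strain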
Active calls of the source: *; ? = inconclusive; · = no result given; [ ] = dose if it differs, or a comment.

SMILES | MEP2 TOR yeast | CIT2-GFP yeast | GRK2 aptamer HTS | JMJD2C inh | RPL19A TOR yeast | VLA-4 inh | AGP1-GFP MLPCN | LAP4-GFP MLPCN
O=C(c1ccc(Cl)cc1)N1CCC(C(=O)N2CCN(c3ncccn3)CC2)CC1 | 98 | 97 | 2 | 1 | 96 | 4 | 91 | 95
CCN(CC)c1ccc(C=Nc2ccc(OC)c(S(=O)(=O)N3CCOCC3)c2)c(O)c1 | 105 | 99 | 7 | -1 | 103 | -10 | 96 | 101
O=C(CCc1nnc2ccc(NCc3ccco3)nn12)Nc1cccc(F)c1 | 103 | 100 | 0 | -3 | 99 | 7 | 101 | 98
Oc1ccc(C[C@H]2CNCCN2CCC23CC4CC(CC(C4)C2)C3)cc1 | 92 | 93 | 0 | 1 | 102 | 0 | 88 | 102
C#CCOCCOCCOCCNc1nc(N2CCN(C(=O)[C@H](CCC(=O)O)n3cc([C@@H](N)CCCCN)nn3)CC2)nc(N2CCN(C(=O)[C@H](CCC(=O)O)n3cc([C@@H](N)CCCCN)nn3)CC2)n1 | 87 | 86 | 0 | 33 | 89 | 38 | 86 | 79
O=C(CN1C(=O)NC2(CCCC2)C1=O)Nc1ccc(OC(F)(F)F)cc1 | 98 | 108 | 0 | -5 | 101 | 13 | 100 | 97
CCOc1ccccc1CN1CCN(CCCn2cccn2)CC1CCO (stereo not drawn) | 96 | 101 | 5 | -1 | 105 | 2 | 102 | 94
COc1ccc(C(=O)c2ccc3oc(-c4ccc(OC)cc4)c(-c4ccc(O)cc4)c3c2)cc1 | 108 | 94 | 0 | 2 | 95 | -11 | 102 | 123
COc1ccc(CNC(=O)CN(Cc2ccccc2)C(=O)CCC(=O)Nc2nccs2)cc1 | 105 | 94 | 0 | -23 | 103 | -6 | 93 | 87
CC12CC3(C)CC(C)(C1)CC(C(=O)NCCc1ccc(S(N)(=O)=O)cc1)(C2)C3 | 116 | 110 | 0 | -14 | 106 | -7 | 103 | 113
Cc1nc(SCC(=O)N2CCNC2=O)c2ccccc2n1 | 103 | 107 | 0 | 2 | 101 | 6 | 100 | 98
O=C(CSc1ccc(-c2cccnc2)nn1)Nc1ccccc1F | 103 | 93 | 0 | -1 | 94 | -10 | 99 | 99
COc1ccc(Cc2nnc(NC(=O)Cn3cnc4c3c(=O)n(C)c(=O)n4C)s2)cc1OC | 100 | 103 | 0 | -1 | 93 | 5 | 104 | 109
COc1ccc(C(=O)NCCCN2CCOCC2)cc1S(=O)(=O)N1CCCc2ccccc21 | 91 | 93 | 0 | -34 | 92 | 9 | 100 | 100
[N-]=C=C1C(=S)NC(=O)[C@H]([n+]2ccccc2)[C@H]1c1ccc(Cl)cc1 | 100 | 90 | 1 | 0 | 96 | 37 | 91 | 99
Cc1cc(-c2cn3ccccc3n2)c(C)n1-c1ccccc1 | 90 | 88 | 0 | -7 | 93 | -4 | 91 | 90
O=C(NCCc1ccccc1)c1n[nH]c2ccccc12 | 112 | 101 | 0 | 5 | 108 | 7 | 108 | 98
CCSc1ccccc1C(=O)NCc1ccc(OC)cc1 | 97 | 99 | 4 | 2 | 99 | 2 | 102 | 105
Cc1[nH]nc(SCC(=O)N(C)c2ccccc2)c1[N+](=O)[O-] | 101 | 96 | 1 | 36 | 100 | 6 | 102 | 105
O=C(CCNC(=O)c1ccccc1)NNC(=O)COc1ccccc1Cl | 103 | 102 | 0 | 1 | 100 | 5 | 98 | 100

Continued, starting with the last three of the part before.
SMILES | MEP2 TOR yeast | CIT2-GFP yeast | GRK2 aptamer HTS | JMJD2C inh | RPL19A TOR yeast | VLA-4 inh | AGP1-GFP MLPCN | LAP4-GFP MLPCN
CCSc1ccccc1C(=O)NCc1ccc(OC)cc1 | 97 | 99 | 4 | 2 | 99 | 2 | 102 | 105
Cc1[nH]nc(SCC(=O)N(C)c2ccccc2)c1[N+](=O)[O-] | 101 | 96 | 1 | 36 | 100 | 6 | 102 | 105
O=C(CCNC(=O)c1ccccc1)NNC(=O)COc1ccccc1Cl | 103 | 102 | 0 | 1 | 100 | 5 | 98 | 100
CC(C)CN(CCNC(=O)CN1C(=O)COc2ccc(S(=O)(=O)N3CCC(C)CC3)cc21)CC(C)C | 109 | 103 | 0 | -14 | 98 | -6 | 98 | 97
Cn1c(-c2ccc3c(c2)OCO3)cnc1NCc1ccc(Cl)cc1 | 92 | 83 | 1 | 1 | 94 | 6 | 105 | 77
Cc1ccc(NC(=O)c2cc(S(=O)(=O)N3CCOCC3)ccc2F)c(C)c1 | 105 | 93 | 1 | 19 | 98 | 17 | 103 | 100
COCC(C)NC(=O)CCSc1nc(-c2ccc(OC)cc2)cc(C(F)(F)F)n1 (stereo not drawn) | 101 | 104 | 0 | 3 | 102 | 4 | 102 | 98
Cc1cc(C)cc(C(=O)NCC(=O)N(C)CCOc2ccccc2)c1 | 94 | 92 | 0 | · | 94 | 1 | 92 | 99
C[C@H](NC(=O)[C@H]1N2C(=O)c3ccccc3C2SC1(C)C)C(=O)N1CCC[C@H]1CO (stereo partly drawn) | 100 | 96 | 0 | 1 | 99 | -4 | 100 | 105
N#Cc1ccccc1S(=O)(=O)N1CCN(C(=O)C2CC(=O)N(c3ccc4c(c3)OCCO4)C2)CC1 (stereo not drawn) | 105 | 102 | 1 | 0 | 98 | 10 | 102 | 103
CN(C)C(=O)CCSc1nnc(-c2ccco2)o1 | 98 | 100 | 0 | -3 | 97 | 4 | 103 | 108
Cc1ccc(S(=O)(=O)N2CCN(c3nn(C)c(=O)n(C)c3=O)CC2)cc1C | 97 | 97 | 0 | -6 | 97 | 8 | 102 | 99
COCCn1nnnc1CN1CCC(NC(=O)c2ccc(Br)cc2)CC1 | ? | ? | 0 | 22 | ? | 5 | ? | ?
Cc1occc1C(=O)Nc1ccc2c(c1)CCC2 | 99 | 102 | 0 | 2 | 99 | -5 | 93 | 105
Cc1nnc(SCc2nc3ccccc3s2)n1N | 91 | 93 | 0 | -3 | 97 | -12 | 100 | 86
COc1cccc2cc(-c3cn4cccc(C)c4n3)c(=O)oc12 | 125 | 90 | 1 | -5 | 92 | -4 | 86 | 102
COc1ccc(-c2c(C#Cc3ccsc3)c3cc(-c4ccc(C(N)=O)cc4)ccc3n2C)cc1 | 99 | 101 | 8 | · | 100 | -11 | 103 | 101
CCOc1ccc(NS(=O)(=O)c2ccc3[nH]c(=O)oc3c2)cc1 | 101 | 94 | 2 | -3 | 100 | 22 | 101 | 91
Cc1nc(-c2ccccc2O)n(-c2ccccc2)n1 | 101 | 95 | 4 | 11 | 95 | 12 | 100 | 94
O=C(NCCCN1CCOCC1)c1sc2ccccc2c1Cl | 104 | 98 | 0 | -9 | 100 | 20 | 96 | 92
Cc1ccc(NC(=O)NC(=O)CSc2nnc(-c3ccc(OC(F)F)cc3)n2N)c(C)c1 | 99 | 107 | 2 | 2 | 103 | 1 | 104 | 95
CC(C)Cn1c(N)c(C(=O)COC(=O)C2Cc3ccccc3CN2S(C)(=O)=O)c(=O)n(C)c1=O (stereo not drawn) | 108 | 107 | 1 | 8 | 106 | 4 | 103 | 104
COc1cc(/C=N/NC(=O)c2ccncc2)ccc1OC(=O)c1ccc([N+](=O)[O-])cc1 | 94[may fluoresce red] | 117[may fluoresce red] | 5 | -4 | ? | 8 | ? | 82[may fluoresce red]
CC1(C)CC(=O)C2=C(C1)OC(N)=C(C#N)C2c1ccccc1OC(=O)N1CCOCC1 (stereo not drawn) | 100 | 102 | 1 | -11 | 98 | -4 | 104 | 93
CC(C)Cn1c(N)c(C(=O)CSc2cc(Cl)ccc2Cl)c(=O)n(C)c1=O | 113 | 119 | 1 | 5 | 119 | 24 | 117 | 101
CN(C)c1ccc2c3c(ccc(N(C)C)c13)C(=O)OC2 | 99 | 100 | 2 | 3 | 99 | 7 | 104 | 110
c1ccc(-n2nc3c(ccc4cnnc43)[nH]2)cc1 | 100 | 102 | 0 | 4 | 97 | 20 | 97 | 115
COc1ccccc1N1CCN(/N=C/c2cc(OC)c(O)c(OC)c2)CC1 | 102 | 104 | 2 | -9 | 98 | 17 | 102 | 94
Cc1cc(Cl)c2ccc3ccccc3c2n1 | 93 | 91 | 0 | -16 | 93 | 3 | 92 | 91
CCS(=O)(=O)c1ccc(O)c(NC(=O)/C=C/c2ccccc2)c1 | 97 | 99 | 0 | 3 | 102 | -11 | 105 | 109
CCCCn1c(SCC(=O)N2CCc3ccccc32)nnc1-c1ccncc1 | 107 | 106 | 0 | -36 | 108 | -1 | 106 | 97
O=C(Cn1cnc2ccccc21)N/N=C/c1ccc([N+](=O)[O-])cc1 | 98 | 99 | 1 | -10 | 101 | 2 | 97 | 92
CCN(CC)S(=O)(=O)c1ccc(N2CCCCC2)c(NC(=O)/C=C/c2cc(OC)c(OC)c(OC)c2)c1 | 92 | 97 | 0 | -17 | 103 | 6 | 95 | 86
Cc1cccc(NS(=O)(=O)c2ccc(C(=O)NCC3CCCO3)cc2)c1C (stereo not drawn) | 105 | 110 | 6 | 8 | 100 | 11 | 102 | 103
CC(=O)c1ccc(NC(=O)CCNC(=O)c2ccc(Cl)cc2)cc1 | 112 | 99 | 0 | -6 | 106 | 0 | 100 | 116
CCc1ccccc1NC(=S)N(Cc1ccc(C(=O)O)cc1)Cc1ccc(OC)c(OC)c1 | 108 | 108 | 0 | 1 | 103 | 8 | 104 | 103
Cn1c2ccccc2c2cc(/C=C(\NC(=O)c3ccccc3)C(=O)O)ccc21 | ? | ? | 0 | -2 | ? | 2 | ? | ?
O=C(NCCNC(=O)c1ccc(Br)o1)c1ccc(Br)o1 | 108 | 112 | 2 | 11 | 108 | -5 | 118 | 108
CCN(CC)c1nc(-c2nn[nH]n2)nc(N(CC)CC)n1 | 90 | · | 0 | 7 | 91 | 10 | 89 | 90
CCN(CC)S(=O)(=O)c1ccc(C(=O)NNc2nc(-c3ccccc3)c3cc(Br)ccc3n2)cc1 | 101 | 99 | 0 | -6 | 104 | 9 | 101 | 97
Cc1cc([N+](=O)[O-])nn1CCCC(=O)Nc1cc(Oc2ccc(F)cc2)cc([N+](=O)[O-])c1 | 104 | 100 | 0 | 10 | 105 | 14 | 103 | 96
COc1cccc(CC(NC(C)=O)C(=O)NC2CCN(c3c(Cc4ccccc4)c(C)nc4ncnn34)CC2)c1OC (stereo not drawn) | 100 | 107 | 0 | 5 | 102 | -6 | 100 | 90
O=c1c(-c2ccnn2-c2ccc(F)cc2)cnc2n1CCS2 | 102 | 97 | 1 | · | 97 | 2 | 101 | 98
Cn1cc([N+](=O)[O-])cc1-c1nc2ccccc2n1C | 103 | 104 | 0 | -22 | 99 | 12 | 100 | 97
COCc1cc(C)nc2sc(C(=O)Nc3cccc(OC)c3)c(N)c12 | 94 | 83 | 4 | 6 | 94 | 28 | 92 | 103
CNC(=S)N/N=C/c1ccc(N2CCOCC2)s1 | 95 | 101 | 0 | -6 | 96 | 4 | 105 | 115
